# Assay outcomes: PubChem, National Center for Advancing Translational Sciences (NCATS)
# HepG2 viability: qHTS for Inhibitors of TGF-b: Cytotox Counterscreen; HepG2 CAGA-GFP viability, ATP luminescence, 18 h; Potency, µM (titrated, usually from 46.1 µM), without a hit: at the top dose activity change, negative = cytotoxicity, actives largely listed as cytotoxic; 410,000 compounds, 0.76% hits; AID 588856, 2011; also: some results filed as inactive show a strong effect at the top dose
#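 CellTiter-Glo luminescence gave cytotoxicity after 18 hours at 37 degrees C. The cells were HepG2 CAGA-GFP in 1% FBS DMEM, stimulated with 500 pg/mL TGF-beta after compound addition. %Activity was normalised to no-cell wells (complete cell-killing) and DMSO (no toxicity), and curves were fitted and classified.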
# A549 viability: Nrf2 qHTS screen for inhibitors: counterscreen for cytotoxicity; 390,000 compounds, 0.16% hits; A549 ARE-Fluc cells, CellTiter-Fluor viability, 18-24 h; AID 504648, 2011; Potency, µM (top dose mostly 46 µM), without a hit: top-dose activity change, negative = cytotoxicity, hits mostly inhibitors; also: % is scaled to controls: 0 for no effect and ±100 for the full control effect
#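 Cytotoxicity counterscreen: CellTiter-Fluor fluorescence was measured in A549 ARE_Fluc cells after 18-24 h of compound exposure in a concentration series. The subsequent BugLite luminescent read reports ARE-luciferase activity.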
# TGFb inhibitor: qHTS for Inhibitors of TGF-b; HepG2 CAGA-GFP TGF-b/SMAD3 reporter, GFP fluorescence, 18 h; TGF-beta stimulated, 500 pg/mL final; Potency, µM (series often up to 46.1 µM), without a hit: at the top dose activity, negative = inhibition, hits mostly inhibitors; 410,000 compounds, 1.2% hits; also: % is scaled to controls: 0 for no effect and ±100 for the full control effect; nearly all actives have a fitted effect of over 65% in size
#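 First, reporter cells (HEPG2 CAGA-GFP) rested 2 h at 37 degrees C. Next, compounds were pinned in and TGF-beta added to 500 pg/mL final. After 18 h, GFP was imaged per cell and summed per well.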
# Nrf2 block: Nrf2 qHTS screen for inhibitors | A549 ARE-Fluc reporter, luciferase luminescence, 18-24 h | Potency, µM (highest dose often 46 µM), inactives show at the highest dose activity change, negative = inhibition, usual class: inhibitors | 360,000 compounds, 2.1% hits; also: % is scaled to controls: 0 for no effect and ±100 for the full control effect; nearly all actives have a fitted effect of over 60% in size
#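 A549 ARE_Fluc cells (5000/well, 5% FBS OPTI-MEM) pre-incubated 2 h, then treated with compounds 18-24 h at 37C/5% CO2 in concentration-response. CellTiter-Fluor viability read first; BugLite luciferase luminescence after 15 min at room temperature gives Nrf2 activity.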
# S2 tox: Viability Counterscreen for Primary qHTS for Inhibitors of ATXN expression; S2 cells (HEK-293 line with an ATXN2-luciferase reporter) viability, CellTiter-Fluor protease fluorescence, 24 h; 400,000 compounds, 0.49% hits; Potency, µM (series often up to 56.7 µM), actives largely listed as cytotoxic; AID 651635, 2014; also: nearly all actives have a fitted effect of over 40% in size
# MCF10A rereplic: A quantitative high throughput screen for small molecules that induce DNA re-replication in MCF 10a normal breast cells. AID 624296, 2012. MCF 10A DNA re-replication, Hoechst nuclear intensity, 48 h. Potency, µM (top dose mostly 46.1 µM), without a hit: top-dose activity, positive = re-replication, usual class: activators. 350,000 compounds, 2.9% hits; also: % of control where 0% means no effect; nearly all actives have a fitted effect of over 50% in size
# EPAC2 antag: qHTS for Antagonist of cAMP-regulated guanine nucleotide exchange factor 2 (EPAC2): primary screen. Rap guanine nucleotide exchange factor 4 (Homo sapiens), Q8WZA2. EPAC2 GEF exchange of Rap1B-BODIPY-GDP, fluorescence. Potency, µM (titrated, usually from 114 µM), inactives show at the highest dose activity, negative = inhibition, hits mostly inhibitors. 360,000 compounds, 0.18% hits. AID 720708, 2013; also: % is scaled to controls: 0 for no effect and ±100 for the full control effect; nearly all actives have a fitted effect of over 45% in size; many of its hits are not listed in these tables
# Target sequence (Q8WZA2 whole entry, looked up): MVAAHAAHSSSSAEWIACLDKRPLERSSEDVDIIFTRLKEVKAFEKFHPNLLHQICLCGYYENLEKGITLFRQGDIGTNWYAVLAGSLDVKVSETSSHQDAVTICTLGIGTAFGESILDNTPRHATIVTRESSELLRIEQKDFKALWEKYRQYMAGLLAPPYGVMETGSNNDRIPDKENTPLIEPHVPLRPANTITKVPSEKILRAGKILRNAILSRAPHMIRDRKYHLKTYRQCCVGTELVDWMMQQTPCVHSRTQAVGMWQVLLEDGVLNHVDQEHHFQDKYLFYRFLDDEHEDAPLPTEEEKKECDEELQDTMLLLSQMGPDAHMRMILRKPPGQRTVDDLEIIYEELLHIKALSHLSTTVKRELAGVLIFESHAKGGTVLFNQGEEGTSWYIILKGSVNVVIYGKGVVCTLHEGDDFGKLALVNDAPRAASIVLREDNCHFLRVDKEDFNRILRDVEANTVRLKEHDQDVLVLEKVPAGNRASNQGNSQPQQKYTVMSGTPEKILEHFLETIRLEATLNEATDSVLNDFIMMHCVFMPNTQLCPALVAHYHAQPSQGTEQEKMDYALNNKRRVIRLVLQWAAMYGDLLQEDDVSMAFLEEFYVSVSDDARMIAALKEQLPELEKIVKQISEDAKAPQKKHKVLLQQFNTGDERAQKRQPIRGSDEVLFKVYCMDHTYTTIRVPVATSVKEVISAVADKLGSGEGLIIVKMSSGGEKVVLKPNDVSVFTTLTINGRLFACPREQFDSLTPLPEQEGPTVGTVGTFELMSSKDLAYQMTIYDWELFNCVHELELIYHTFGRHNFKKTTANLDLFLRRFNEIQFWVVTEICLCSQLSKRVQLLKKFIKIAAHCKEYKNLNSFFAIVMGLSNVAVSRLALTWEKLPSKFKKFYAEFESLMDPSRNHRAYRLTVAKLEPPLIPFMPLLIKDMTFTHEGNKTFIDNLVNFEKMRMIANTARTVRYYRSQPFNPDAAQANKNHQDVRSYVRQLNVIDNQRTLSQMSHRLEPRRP
# Nrf2 activator: qHTS of Nrf2 Activators. AID 624171, 2012. AREc32 ARE-luciferase reporter (MCF7-derived line), luminescence, 24 h. Potency, µM (highest dose often 46.1 µM), inactives show at the top dose activation, usual class: activators. 410,000 compounds, 0.31% hits; also: % of control where 0% means no effect; nearly all actives have a fitted effect of over 65% in size
#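 Luciferase luminescence (Steady-Glo, 30 min at room temperature) served as the read-out of ARE activation in AREc32 cells treated with compounds for 24 hr at 37 deg C.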
# ATXN2 expr inh: Primary qHTS for Inhibitors of ATXN expression. HEK-293 ATXN2-luciferase reporter, luminescence, 24 h. Potency, µM (highest dose often 57 µM), without a hit: top-dose activity change, negative = inhibition, usual class: inhibitors. 360,000 compounds, 0.72% hits. AID 1745845, 2022; also: % is scaled to controls: 0 for no effect and ±100 for the full control effect; nearly all actives have a fitted effect of over 55% in size
#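 ATXN2-luciferase reporter cells (luciferase flanked by upstream and downstream ATXN2 gene portions) were treated 24 h at 37 °C with compounds at up to 57 uM. SteadyGlo luminescence gave expression; GF-AFC fluorescence gave viability.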
# The depositor's hits bear a star; i = inactive; ? = inconclusive; nt = no result given; & = joins results of further samples; [ ] = dose if it differs, or a comment. Calls follow the shape of the dose curve; as a rule, active = well fitted curve in the direction sought with a large enough effect; inconclusive = small, poorly fitted or top-dose-only effect, or another doubt; inactive = no such curve, though single readings can be large; an effect the other way counts as inactive or inconclusive. Potency is read from the fitted curve at half-maximal effect. Only part of the results is shown; count on the stated rates, not on these rows.
item	SMILES	HepG2 viability	A549 viability	TGFb inhibitor	Nrf2 block	S2 tox	MCF10A rereplic	EPAC2 antag	Nrf2 activator	ATXN2 expr inh
1	O=C(O)COc1ccc(-c2nc(-c3ccccc3)c(-c3ccccc3)[nH]2)cc1	-2%	-6%	2%	3%	i	-5%	-13%	-0.3%	1%
2	COc1ccccc1C(=O)C1CCCN(C(=O)c2ccc(C(C)=O)s2)C1 (configuration not stated)	0%	-1%	2%	-4%	i	-3%	25%	-0.1%	-8%
3	COc1ccc(NC(=O)c2oc3ccc4c(c3c2C)C(=O)CC(C)(C)O4)cc1OC	-17%	-1%	-27%	29%	?	nt	nt	0.6%	1%
4	CC(C)NCC(O)c1cc(O)cc(O)c1 (configuration not stated)	7%	-7%	37%[activator]	5%	i	-4%	5%	-0.1%	5%&4%
5	O=C(Nc1cc(-c2nc3ccccc3s2)ccc1Cl)c1cc2ccccc2o1	10%	-3%	4%	15%	i	nt	nt	6.0%	64%[activator]
6	COc1ccc(Cl)cc1NC(=O)NCCN1CCNC1=O	1%	1%	3%	5%	i	-6%	4%	-0.4%	-9%
7	CN(C)CCCNC(=O)CC(c1ccc(F)cc1)c1ccco1 (configuration not stated)	8%	4%	-38%	nt	i	-2%	8%	0.0%	0%
8	CC1(C)NC(=S)NC1=S	-3%	0%	23%	-18%	i	-2%	5%	-0.6%	0%
9	CC(C)C(=O)Nc1cc2c3c(c1)CCC(=O)N3CCC2	-18%	3%	1%	5%	i	5%	-4%	3.0%	nt
10	O=C(NCc1ccccc1)C(c1ccc(F)cc1)N(C(=O)c1csnn1)C1CCCC1 (configuration not stated)	-2%	-1%	-1%	10%	i	?	-2%	0.3%	-6%
11	COc1cc(NC(=S)N2CCCC2)cc(OC)c1	4%	9%	0%	25%	i	-4%	11%	0.4%	0%
12	Cn1c(=O)c2c(nc(Oc3ccccc3Cl)n2C)n(C)c1=O	-1%	1%	0%	-10%	i	6%	-11%	0.2%	5%
13	CC(=O)NCC(=O)N1CCCC(C(=O)c2ccc(Oc3ccccc3)cc2)C1 (configuration not stated)	6%	-14%	8%	-12%	i	13%	-2%	2.6%	0%
14	COc1ccc(S(=O)(=O)N2CCC(O)(c3cccnc3)CC2)cc1OC	-3%	-3%	-2%	-11%	i	-10%	-9%	-0.6%	-25%
15	O=C(CCC(=O)N(CC(=O)NC1CCCCC1)c1ccc(F)cc1)Nc1ccccn1	-8%	7%	1%	-2%	i	2%	-18%	2.5%	-27%
16	COc1ccc(NC(=O)CN(C)C(=O)c2ccc(S(=O)(=O)N3CCOCC3)cc2)cc1	5%	nt	1%	nt	i	nt	-5%	-2.5%	nt
17	CN1CCN(NC(=O)c2cc(-c3ccccn3)nc3ccccc23)CC1	1%	2%	13%	3%	i	1%	10%	-0.4%	0%
18	CC(=O)C1=C(O)C(=O)OC1c1ccc(Cl)cc1 (configuration not stated)	-2%	4%	0%	?	i	4%	-4%	-1.1%	-12%
19	Cc1cc(=O)[nH]c(SCC(=O)N2CCCC(C)C2)n1 (configuration not stated)	12%	2%	13%	24%	i	0%	-7%	-0.2%	-6%
20	S=c1sc2c(Cl)ncnc2n1-c1ccccc1	-86%	-18%	?	?	?	2.1µM*	-28%	5.8%	nt
21	CCOc1ccc(S(=O)(=O)Nc2cccc(C(=O)N3CCN(c4cccc(OC)c4)CC3)c2)cc1	-13%	-10%	-11%	?	i	-2%	-16%	0.8%	-20%
22	CSc1cc(-c2ccc(Cl)cc2)n(Cc2ccccc2)c(=O)c1C#N	6%	-1%	2%	nt	i	15%	-3%	-0.4%	-22%
23	CC(=O)Nc1ccc(Nc2cc(C)nc3c(-c4ccc(Cl)cc4)c(C)nn23)cc1	-33%	-17%	-18%	?	?	?	1%	-0.5%	?
24	Cc1cccc(-c2noc(CSc3ccccc3)n2)c1	-17%	1%	6%	?	i	-3%	0%	3.0%	63%[activator]
25	COCCc1nc2ccc(C(=O)N3CCCCC3COC)cc2o1 (configuration not stated)	9%	-1%	0%	1%	i	-4%	-3%	-0.7%	21%
26	CCOc1ccc(-n2cc(C(=O)N3CCN(C)CC3)c3cc(OC)c(OC)cc3c2=O)cc1	11%	-2%	2%	1%	i	0%	-5%	0.3%	-3%
27	COc1ccc(C(=O)CNc2cccc(F)c2)cc1	-8%	-5%	2%	?	i	1%	13%	4.7%	7%
28	COc1ccc2oc(C(=O)NC(C)(C)C)c(C)c2c1	2%	5%	1%	?	i	-38%[inhibitor]	0%	5.2%	50%[activator]
29	Cn1nnnc1SCC(=O)NC(=O)Cc1ccccc1	-28%	-13%	0%	-11%	i	?	3%	-0.4%	-3%
30	CCC(C)NC(=O)CSc1c2c(nc3cc(Cl)ccc13)CCCC2 (configuration not stated)	6%	-1%	5%	12%	nt	nt	nt	-0.6%	nt

# An excerpt from above in order of number of heavy atoms, low to high:
item	SMILES	HepG2 viability	A549 viability	TGFb inhibitor	Nrf2 block	S2 tox	MCF10A rereplic	EPAC2 antag	Nrf2 activator	ATXN2 expr inh
20	S=c1sc2c(Cl)ncnc2n1-c1ccccc1	-86%	-18%	?	?	?	2.1µM*	-28%	5.8%	nt
19	Cc1cc(=O)[nH]c(SCC(=O)N2CCCC(C)C2)n1 (configuration not stated)	12%	2%	13%	24%	i	0%	-7%	-0.2%	-6%
24	Cc1cccc(-c2noc(CSc3ccccc3)n2)c1	-17%	1%	6%	?	i	-3%	0%	3.0%	63%[activator]
25	COCCc1nc2ccc(C(=O)N3CCCCC3COC)cc2o1 (configuration not stated)	9%	-1%	0%	1%	i	-4%	-3%	-0.7%	21%
22	CSc1cc(-c2ccc(Cl)cc2)n(Cc2ccccc2)c(=O)c1C#N	6%	-1%	2%	nt	i	15%	-3%	-0.4%	-22%
14	COc1ccc(S(=O)(=O)N2CCC(O)(c3cccnc3)CC2)cc1OC	-3%	-3%	-2%	-11%	i	-10%	-9%	-0.6%	-25%
23	CC(=O)Nc1ccc(Nc2cc(C)nc3c(-c4ccc(Cl)cc4)c(C)nn23)cc1	-33%	-17%	-18%	?	?	?	1%	-0.5%	?
16	COc1ccc(NC(=O)CN(C)C(=O)c2ccc(S(=O)(=O)N3CCOCC3)cc2)cc1	5%	nt	1%	nt	i	nt	-5%	-2.5%	nt
26	CCOc1ccc(-n2cc(C(=O)N3CCN(C)CC3)c3cc(OC)c(OC)cc3c2=O)cc1	11%	-2%	2%	1%	i	0%	-5%	0.3%	-3%
21	CCOc1ccc(S(=O)(=O)Nc2cccc(C(=O)N3CCN(c4cccc(OC)c4)CC3)c2)cc1	-13%	-10%	-11%	?	i	-2%	-16%	0.8%	-20%

# The results go on:
item	SMILES	HepG2 viability	A549 viability	TGFb inhibitor	Nrf2 block	S2 tox	MCF10A rereplic	EPAC2 antag	Nrf2 activator	ATXN2 expr inh
31	CCOC(=O)C1=CC[C@@H](c2ccccc2)N(S(=O)(=O)c2ccc(C)cc2)[C@H]1c1ccc(C#N)cc1	-5%	nt	?	nt	i	nt	9%	0.5%	-4%
32	O=C1CN(O)C=C2N=c3ccccc3=C2N1c1ccc([N+](=O)[O-])cc1	2%	-13%	-1%	-16%	i	1%	-4%	-0.5%	nt
33	COC(=O)C(NC(=O)c1ccc(Cl)cc1)(Nc1nc(C)cs1)C(F)(F)F (configuration not stated)	-5%	-8%	6%	-3%	?	9%	6%	0.0%	-8%
34	CCOC(=O)CSc1nnc(-c2ccoc2C)n1-c1ccc(C)cc1	-5%	0%	6%	-11%	i	0%	3%	1.9%	1%
35	Cc1cc2c(cc1C)N1C(=O)c3cc4ccccc4cc3NC(=O)C1C(=O)N2 (configuration not stated)	-69%	nt	13µM*	nt	?	nt	0%	-0.7%	-2%
36	O=C(CCc1ccccc1)Oc1ccccc1[N+](=O)[O-]	3%	0%	16%	-38%	i	1%	-28%	-0.7%	1%
37	Cc1ccc(NC(=O)c2cccnc2)cc1S(=O)(=O)N1CCOCC1	3%	0%	-5%	1%	i	1%	-6%	-0.2%	-8%
38	O=C(NCCN1C(=O)CCC1=O)c1ccncc1	9%	0%	15%	nt	i	4%	19%	0.0%	-9%
39	COc1ccc(C(=O)NCC(=O)N2CCCCC2)cc1OC	0%	11%	11%	-16%	i	2%	0%	-0.6%	-26%
40	O=C1NC(Cc2ccc(O)cc2)c2nc3cc(Cl)ccc3c(=O)n2-c2ncccc21 (configuration not stated)	6%	nt	-13%	nt	?	nt	-1%	4.3%	-4%
41	CCN1CCN(c2ncnc3c2sc(=S)n3-c2ccccc2)CC1	-16%	?	-2%	-15%	i	14%	-3%	3.1%	-6%
42	CN(c1ccccc1)S(=O)(=O)c1ccc(C(=O)NCc2ccccc2CN2CCCC2)cc1	-8%	-9%	20%	3%	i	?	0%	-0.5%	-1%
